uPA generation: cell surface uPA generation inhibition. cell surface uPA generation assay, qHTS. Potency, µM (series often up to 38.3 µM), without a hit: top-dose activity change, negative = inhibition, actives largely listed as inhibitors. actives 0.31% (n = 330,000); active = well fitted inhibition curve with a large enough effect; inconclusive = small, poorly fitted or top-dose-only effect; inactive = no such curve, though single readings can be large or run the other way; tested in mouse RAW 264.7 cells; also: potency is read from the fitted curve at half-maximal effect; % is scaled to controls: 0 for no effect and ±100 for the full control effect; nearly all actives have a fitted effect of over 55% in size
TSG101-PTAP inh: blocks PTAP/TSG101 interaction to inhibit HIV-1 budding; AID 493005; Fluorescence polarization, FITC-PTAP peptide / Tsg101 binding; 340,000 tested, under 10 active; Q99816; Potency, µM (highest dose often 115 µM), inactives show top-dose activity change, negative = inhibition, hits mostly inhibitors; active = well fitted inhibition curve with a large enough effect in the main read-out, with a control signal flat, not every such curve was filed as active; inconclusive = small, poorly fitted or top-dose-only effect, or effect the other way, or a change in a side signal; inactive = no such curve, though single readings can be large or run the other way; also: potency is read from the fitted curve at half-maximal effect; % of control where 0% means no effect
Target sequence (Q99816 whole entry, looked up): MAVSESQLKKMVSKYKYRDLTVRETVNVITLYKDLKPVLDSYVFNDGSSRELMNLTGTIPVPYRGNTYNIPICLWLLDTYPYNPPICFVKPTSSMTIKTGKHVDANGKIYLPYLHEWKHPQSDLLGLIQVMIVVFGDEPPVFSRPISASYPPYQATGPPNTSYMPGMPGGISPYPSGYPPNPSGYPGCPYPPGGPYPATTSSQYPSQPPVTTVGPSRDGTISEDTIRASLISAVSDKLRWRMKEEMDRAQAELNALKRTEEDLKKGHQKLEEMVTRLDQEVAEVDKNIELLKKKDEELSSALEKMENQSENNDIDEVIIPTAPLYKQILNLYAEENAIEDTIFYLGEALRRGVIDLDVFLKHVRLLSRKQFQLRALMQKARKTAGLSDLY
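FP read-out: FITC-PTAP peptide, 50 nM final, binding Tsg101 binding domain, 10 uM final; 20 min, r.t.; 10 mM HEPES pH 7.5, 0.15 M NaCl, 0.01% Tween 20, 3 mM EDTA, 0.1 mM TCEP.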
TCR activator: activates T cell receptor signaling | 330,000 tested, under 10 active | AID 504894 | Potency, µM (highest dose often 9.22 µM), inactives show at the highest dose activation of IL-2 secretion, actives largely listed as activators | primary human leukocytes, anti-CD3, IL-2 HTRF, 48 h; active = well fitted activation curve with a large enough effect; inconclusive = small, poorly fitted or top-dose-only effect, or another doubt; inactive = no such curve, though single readings can be large or run the other way; also: % of control where 0% means no effect
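48 hr co-incubation of compounds, a-CD3 beads and primary human leukocytes; IL-2 quantified homogeneously by HTRF with anti-IL-2 K and d2 conjugates.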
* = called active by the depositor; ? = inconclusive.

uPA generation	TSG101-PTAP inh	TCR activator	SMILES
5%	-5%	3%	NC(N)=N/N=C(\N=Nc1ccccc1)c1cccc2cccnc12
-5%	-5%	5%	Nc1cc2c(cc1Br)-c1ccc(F)cc1C2O (stereo not drawn)
5%	-5%	2%	CC(=O)c1ccc(NC(=O)CSc2nc3[nH]c(=O)cc(O)c3s2)cc1
-2%	-5%	7%	c1ccc(SSc2ccccn2)nc1
-9%	-1%	-4%	CCOc1ccccc1Nc1cc(C)nc2ccc(C)cc12
0%	-1%	0%	CCN1C(=O)N[C@@H](c2cccc(C(F)(F)F)c2)C(C(=O)OC)=C1C
-13%	-7%	-10%	F[B-](F)(F)c1cc2ccccc2s1
2%	-2%	6%	O=C(C1CC1)N1CCc2cc(Br)c(S(=O)(=O)N3CCCCCC3)cc21
-11%	-1%	1%	O=C1NC(c2cccc3ccccc23)Nc2ccccc21 (stereo not drawn)
3%	-9%	-1%	C=CCOC(=O)C1=C[C@H](c2ccc(Br)cc2)C[C@H](OCc2ccc(CO)cc2)O1
1%	0%	-2%	CC(O)(c1cccs1)C(C(=O)O)c1ccccc1 (stereo not drawn)
-5%	-1%	6%	CCOc1cc(Br)c(C(C)NC(=O)c2cccnc2)cc1OCC (stereo not drawn)
-2%	0%	2%	CC1Oc2cc3oc4c(O)c5c(cc4c(=O)c3c(O)c2C1(C)C)C=CC(C)(C)O5 (stereo not drawn)
2%	-2%	-5%	CCOC(=O)Nc1ccc([N+](=O)[O-])cc1OC
15%	-2%	4%	C=CCCC(=O)N1C[C@H]2CON(C)[C@H]2C[C@H]1c1cccc(Nc2ccccc2)c1
-28%	-7%	0%	CCc1ccc2c(c1)Sc1ccccc1CC2N1CCN(C)CC1 (stereo not drawn)
5%	-2%	-1%	CC(C)CN(C(=O)COC(=O)CNC(=O)c1ccccc1F)c1c(N)n(Cc2ccccc2)c(=O)[nH]c1=O
0%	0%	-8%	CC1(C)Oc2c(ccc(O)c2CN2CCOCC2)C2=C1CCCC2
?	-1%	0%	CN(C(=O)c1cccc(NC(=O)Cc2ccc(NC(=O)C3CCCN(C(=O)C4CCCC4)C3)cc2)c1)C1CCCCC1 (stereo not drawn)
-8%	-2%	-4%	CC1(C)C(=O)C=CC(=O)C(C)(C)C(=O)C=CC(=O)C(C)(C)C2=CC=C(O2)C(C)(C)C(=O)C=CC1=O
-3%	-4%	3%	CN1C[C@@H]2[C@@H]3C(=O)N(C)C(=O)[C@@H]3[C@](C)(C1=O)N2C(=O)c1ccc(C(F)(F)F)cc1
-9%	0%	2%	COCC(=O)OC1CCn2c1nc1c2C(=O)C(C)=C(NC(C)=O)C1=O (stereo not drawn)
-29%	-1%	-4%	O=C(C1CC1)N1CCN(c2ccc([N+](=O)[O-])cc2)CC1
8%	-1%	0%	COC(=O)[C@H]1[C@@H](C)N(CCc2cc(OC)c(OC)c(OC)c2)C(=O)N[C@H]1c1ccccc1
3%	5%	-3%	CC1(C)CC(=O)C=C(c2ccc3c(c2)OCO3)C1
-2%	-7%	-3%	COc1c2c(c(OC)c3c1c(=O)c1ccccc1n3C)OCO2
-17%	0%	0%	CCOc1ccc(Nc2nc3ccccc3n2C)cc1
1%	-8%	-3%	COc1ccccc1C(O)(c1ccccc1)c1ccccc1OC
16%	-8%	1%	Cc1ccc2c(CSc3nc4ccccc4c(=O)n3CCCO)cc(=O)oc2c1
-29%	2%	-3%	O=C(NCc1ccccc1)C1=C[C@@H](c2ccccc2)C[C@@H](OCCCCO)O1
?	1%	-3%	CCOC(=O)C[C@H]1c2cc(F)ccc2S(=O)(=O)N1c1ccccc1
2%	0%	0%	Cc1ccc(C(=O)N2CCCC(Nc3ccc(C)c(C)c3)C2)c(=O)[nH]1 (stereo not drawn)
-3%	-5%	4%	O=C(O)CN(CC(=O)O)CC(=O)O
1%	0%	4%	CN1CCOC1c1ccc(C2OCCN2C)cc1 (stereo not drawn)
-1%	1%	-3%	COc1ccc(CCNC(=O)c2c(O)c3c([nH]c2=O)CCCC3)cc1OC
4%	-5%	-15%	Cc1cc(NC(=O)CSCC(=O)Nc2cc(C(F)(F)F)ccc2N2CCCCC2)no1

Of the compounds above, two have a nitro group on carbon:
uPA generation	TSG101-PTAP inh	TCR activator	SMILES
2%	-2%	-5%	CCOC(=O)Nc1ccc([N+](=O)[O-])cc1OC
-29%	-1%	-4%	O=C(C1CC1)N1CCN(c2ccc([N+](=O)[O-])cc2)CC1

Next part
uPA generation	TSG101-PTAP inh	TCR activator	SMILES
-2%	-11%	-5%	O=C(c1cnn2c(-c3ccccc3)cc(-c3ccccc3)nc12)N1CCN(Cc2ccccc2)CC1
15%	-8%	-2%	CCCCCCCCNCCS(=O)(=O)NCCCCCCCC
9%	-2%	3%	COc1cc(/C=C/C(=O)Nc2ccc(S(=O)(=O)Nc3ncccn3)cc2)ccc1OCC#N
-6%	-3%	0%	O=C(NCCCN1CCOCC1)c1onc(CSc2ccccc2)c1C(=O)NCCCN1CCOCC1
-4%	-1%	3%	COc1cccc2c1C(=O)CC1C2CCC2CC(=O)CCC21C (stereo not drawn)
0%	-4%	4%	CC(=O)OCC1CC(COC(C)=O)C(COC(C)=O)CC1COC(C)=O (stereo not drawn)
9%	-7%	-4%	CCSC1OC(C(COC(C)=O)OC(C)=O)C(OC(C)=O)C1NC(C)=S (stereo not drawn)
4%	-3%	-3%	Cc1cccc(-c2cc3nc4c(c(N5CCC6(CC5)OCCO6)n3n2)CCCC4)c1
4%	0%	4%	O=C(c1cccs1)c1ccccc1Cc1cccs1
-23%	-12%	3%	COC(=O)/C(=C\c1c(OC)cc(OC)cc1OC)C(=O)c1ccc2c(c1)OCO2
?	0%	3%	O=S(=O)(Nc1c(O)ccc2ccccc12)c1ccccc1
-8%	0%	-4%	CC(C)C(Cl)=NOC(=O)Nc1ccc(S(N)(=O)=O)cc1
-2%	-1%	8%	NC(=O)C1=C(N)c2ccccc2C1c1ccccc1 (stereo not drawn)
13%	1%	-1%	CC(C)(C)OC(=O)N1CCC(C(=O)Nc2cccc(C(=O)NC3CC3)c2)CC1
-11%	-5%	-6%	CCOc1ccccc1NC(=O)COC(=O)C1CCC1
3%	0%	-2%	OCC(O)C(O)CC1SCCS1 (stereo not drawn)
-4%	-2%	3%	O=[N+]([O-])c1ccc(COc2ccccc2CN2CCCC2)cc1
-30%	0%	-9%	O=C1[C@H]2CCCC[C@H]2C(=O)N1CCCCN1CCN(c2nsc3ccccc23)CC1
4%	1%	2%	COc1cc2c(c(NC(C)=O)c1)N(C(C)=O)CCC2
3%	-4%	-3%	CC(NC(=O)c1cccs1)c1ccc(Cl)cc1 (stereo not drawn)
3%	-1%	-4%	CCOC(=O)C1(Cc2ccccc2)C(=O)N(CCCN(C)C)c2ccccc21 (stereo not drawn)
2%	-2%	2%	C/C(CCc1ccc2c(c1)OCO2)=N\N=C1\NC(=O)CC(C(=O)Nc2ccc(C(=O)O)cc2)S1 (stereo not drawn)
-2%	-1%	2%	CC1CCCCC1NC(=O)COC(=O)c1c2c(nc3ccccc13)/C(=C\c1ccco1)CC2 (stereo not drawn)
?	2%	10%	Cc1nc(C2CCCCC2)c(-c2ccccc2)c(N2CCOC2=O)c1C
-10%	-5%	0%	c1ccc(COc2ncnc3c2ncn3CCCNCCN2CCOCC2)cc1
4%	-2%	-3%	CCOc1ccccc1NC1=C(OC)C(=O)C(Nc2ccccc2OCC)=C(OC)C1=O
?	-3%	0%	COc1ccc(-c2csc(NC(C)c3nc4cc(Cl)c(Cl)cc4n3CCCO)n2)cc1 (stereo not drawn)
17%	-11%	5%	CC(C)C[C@H]1CNC(=O)C(=O)N1CC1CCN(CCC(C)(C)C)CC1
-2%	-1%	1%	O=C(C=Cc1ccc2c(c1)OCO2)OCC=Cc1ccc2c(c1)OCO2
5%	-1%	-2%	CC(C)(C)NC(=O)Cn1nnc(-c2ccccc2NC(=O)c2ccco2)n1
12%	-3%	-2%	Cn1nc(Cc2cccc3ccccc23)c(C#N)c1N
-5%	-4%	3%	COc1ccc(N=C2C=CC(=O)O2)cc1
?	-1%	12%	Nc1ccc(C#Cc2c(-c3ccsc3)oc3ccc(N4CCOCC4)cc23)cc1
12%	-3%	4%	CCCc1nc2c(s1)CCc1onc(-c3ccc(Br)cc3)c1-2
3%	0%	5%	O=C1CCC([N+](=O)[O-])C(C2CC=CCC2)N1 (stereo not drawn)
3%	-2%	3%	Cc1cc(/C=C2/C(=N)N3C(c4ccccc4)=CSC3=NC2=O)c(C)n1-c1ccc(Cl)cc1

Fetched one by one from above (four):
uPA generation	TSG101-PTAP inh	TCR activator	SMILES
-5%	-5%	5%	Nc1cc2c(cc1Br)-c1ccc(F)cc1C2O (stereo not drawn)
15%	-8%	-2%	CCCCCCCCNCCS(=O)(=O)NCCCCCCCC
-4%	-2%	3%	O=[N+]([O-])c1ccc(COc2ccccc2CN2CCCC2)cc1
16%	-8%	1%	Cc1ccc2c(CSc3nc4ccccc4c(=O)n3CCCO)cc(=O)oc2c1

Other records.
uPA generation	TSG101-PTAP inh	TCR activator	SMILES
8%	0%	-10%	CC1(C)S[C@@H]2[C@H](NC(=O)COc3ccccc3)C(=O)N2C1C(=O)OCC1CCCCC1 (stereo partly drawn)
-6%	?	-6%	CCOC(=O)C1=C(C)N=c2s/c(=C/c3ccc(OCC(=O)O)c(OC)c3)c(=O)n2C1c1ccc(Cl)cc1 (stereo not drawn)
13%	-5%	-5%	Cc1ccc(Cn2c(=O)c3ccccc3n3c(CCC(=O)O)nnc23)cc1
-2%	0%	5%	Oc1cccc(CN2CCOCC2)c1O
-3%	-3%	-12%	Cc1cc(C)n2nc(C(=O)OCC(=O)Nc3cc(S(=O)(=O)N4CCOCC4)ccc3Cl)nc2n1
-8%	-5%	0%	CC(=O)Nc1ccc(C=NNc2nnc(NN=Cc3ccc(NC(C)=O)cc3)c3ccccc23)cc1
-4%	3%	4%	COc1ccccc1-c1nnc(SC(C)C(=O)NCC2CCCO2)n1C (stereo not drawn)
-10%	1%	9%	FC(F)(F)c1ccc(-c2cccc3c2C2CC3CCN2)cc1 (stereo not drawn)
2%	-9%	-1%	Cc1cccc[n+]1CC(=O)c1ccc([N+](=O)[O-])cc1
-13%	-2%	-1%	O=C1NC[C@H](Cc2ccccc2)N(C[C@H]2CCCN2C[C@H](Cc2ccccc2)N2C[C@H](Cc3ccc(O)cc3)N(CC3CCCCCC3)C(=O)C2=O)C1=O
-11%	-1%	2%	CCN1CCN(S(=O)(=O)c2ccc(Cl)c(C(=O)N(C)CC(=O)Nc3c(C)cccc3C)c2)CC1
2%	-6%	2%	CCOC(=O)C1C(=O)NC(C(=O)OCC)(C(=O)OCC)C1C(C)CC (stereo not drawn)

Sorted by formula weight (smallest number first): three of the compounds above.
uPA generation	TSG101-PTAP inh	TCR activator	SMILES
3%	0%	5%	O=C1CCC([N+](=O)[O-])C(C2CC=CCC2)N1 (stereo not drawn)
-2%	-1%	1%	O=C(C=Cc1ccc2c(c1)OCO2)OCC=Cc1ccc2c(c1)OCO2
13%	1%	-1%	CC(C)(C)OC(=O)N1CCC(C(=O)Nc2cccc(C(=O)NC3CC3)c2)CC1

(list continues)
uPA generation	TSG101-PTAP inh	TCR activator	SMILES
10%	-3%	0%	Cc1ccccc1-n1c(-c2ccc(Br)o2)n[nH]c1=S
-9%	-3%	-1%	COc1ccc(C=C2SC(=S)NC2=O)cc1
-15%	-2%	9%	Cc1ccc(C(=O)Nc2scc(-c3ccccc3)c2C(=O)O)cc1
7%	-2%	-3%	O=S(=O)(CC(O)(c1ccccc1)c1ccccc1)CC(O)(c1ccccc1)c1ccccc1
-2%	-2%	4%	CC1CC(=O)N(CCc2ccccc2)C(=O)C1
12%	-1%	-5%	COc1ccc(CCNC(=O)c2ccnc(C(C)(C)C)c2)cc1OC
-20%	-2%	-1%	Cc1ccc([N+](=O)[O-])c(OCCCN2CCC(Cc3ccccc3)CC2)c1
-2%	0%	-4%	CC(=O)C1CCC2C3CC(C)C4=CC(=O)CCC4(C)C3C(=O)CC12C (stereo not drawn)
-4%	-3%	-5%	CCOC(=O)C1CCN(C(=O)c2ccccc2)C(CC)C1=O (stereo not drawn)
-18%	-1%	12%	Nc1c(N(CCC2=CCCCC2)C(=O)COc2ccc(F)cc2Cl)c(=O)[nH]c(=O)n1Cc1ccccc1
-4%	-2%	0%	O=c1c2sc3nc(N4CCOCC4)c4c(c3c2ncn1C(c1ccccc1)c1ccccc1)CCCC4
-17%	1%	2%	O=C(c1cc2ccccc2[nH]1)N1O[C@@H]2C=C[C@H]1C2
-1%	-7%	2%	CCC(C)Cn1cnc2c(SCc3ccccn3)nc(N)nc21 (stereo not drawn)
?	1%	1%	Cc1cc(C)c(CN2CCN(CCCn3cnc(C(=O)Nc4ccc(C)c(C)c4)n3)CC2)c(C)c1
6%	-4%	9%	CCCN(CC(=O)Nc1ccc(F)c(F)c1F)C(=O)Cc1ccc(OC)c(S(=O)(=O)N2CCOCC2)c1
14%	-1%	0%	CCOC(=O)C(Cc1nc(OCc2ccccc2)cc(OCc2ccccc2)n1)=NO

Compound activity: PubChem BioAssay, National Center for Advancing Translational Sciences (NCATS)

Some of the compounds tested. The share of hits here may be higher or lower than overall.
